High-throughput results as filed in PubChem BioAssay.
D2 antagonist – D2 dopamine receptor (human) antagonism; P14416; 2% of 340,000 active; inhibition, % at 10 µM; AID 485344; HEK293 TREx D2 cells, calcium flux, dopamine EC80; in the data active = inhibition above about 30%; also: 0% is about no effect
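Read-out: kinetic calcium fluorescence (1 cycle/s) in inducible HEK293 T-REx D2 cells after an EC80 dopamine addition that followed 180 s compound preincubation. Loss of the dopamine response indicates antagonism.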
TrxR1 substrate – substrates of rat thioredoxin reductase 1; 0.01% of 390,000 active; Potency, µM (doses to about 114 µM), for the others: top-dose activity change, negative = substrate turnover; purified TrxR1 substrate turnover, NADPH consumption readout; also: potency is read from the fitted curve at half-maximal effect; % is scaled to controls: 0 for no effect and ±100 for the full control effect; nearly all actives have a fitted effect of over 50% in size
Target sequence (O89049 whole entry, looked up): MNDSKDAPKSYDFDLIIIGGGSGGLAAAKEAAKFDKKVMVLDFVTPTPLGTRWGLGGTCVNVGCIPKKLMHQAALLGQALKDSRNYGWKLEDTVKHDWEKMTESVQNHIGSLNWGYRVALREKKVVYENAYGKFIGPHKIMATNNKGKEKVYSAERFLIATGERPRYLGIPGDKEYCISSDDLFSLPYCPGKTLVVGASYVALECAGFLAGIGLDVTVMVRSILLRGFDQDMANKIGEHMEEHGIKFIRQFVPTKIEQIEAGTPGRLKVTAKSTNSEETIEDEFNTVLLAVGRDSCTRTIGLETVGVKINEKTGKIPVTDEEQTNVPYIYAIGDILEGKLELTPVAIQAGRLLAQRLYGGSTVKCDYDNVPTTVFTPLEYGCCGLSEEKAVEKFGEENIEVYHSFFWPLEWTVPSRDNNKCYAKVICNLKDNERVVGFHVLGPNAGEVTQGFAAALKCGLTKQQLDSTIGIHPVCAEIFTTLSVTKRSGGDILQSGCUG
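Rat TrxR1, dispensed at 90 nM, was prereduced with 400 uM NADPH (final) for 5 min at ~22 deg C, then incubated with compound 15 min before 400 uM selenite. A first-read NADPH fluorescence drop versus no-compound background flagged substrates.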
TRHR enhancer – TRH receptor (human) allosteric enhancement; enhancement, % at 2 µM; TRHR cells, fluo-8 calcium fluorescence, EC20 TRH enhancement; 0.66% of 360,000 active; in the data active = enhancement above about 30%; also: 0% is about no effect
Target sequence (P34981 whole entry, looked up): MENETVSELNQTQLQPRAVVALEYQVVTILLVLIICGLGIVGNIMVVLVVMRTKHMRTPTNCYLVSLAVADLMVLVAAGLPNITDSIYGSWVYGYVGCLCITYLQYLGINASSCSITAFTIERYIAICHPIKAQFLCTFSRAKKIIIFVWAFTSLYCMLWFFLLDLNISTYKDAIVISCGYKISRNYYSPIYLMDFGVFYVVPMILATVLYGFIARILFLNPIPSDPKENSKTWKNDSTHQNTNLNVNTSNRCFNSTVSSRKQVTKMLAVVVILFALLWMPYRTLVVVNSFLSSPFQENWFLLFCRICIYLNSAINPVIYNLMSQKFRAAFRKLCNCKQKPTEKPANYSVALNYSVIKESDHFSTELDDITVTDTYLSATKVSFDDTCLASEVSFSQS
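Enhancer read-out: after compound pinning and an initial kinetic agonist-mode read, an EC20 of TRH (10 nM final) was injected and fluo-8 calcium signal (Ex 480/Em 530) followed at 1 s/cycle for 100 cycles in TRHR-expressing cells.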
USP1-UAF1 inh – blocks the human USP1/UAF1 deubiquitinase complex; AID 743255; 0.23% of 390,000 active; O94782; recombinant USP1/UAF1, Ub-Rhodamine cleavage fluorescence; Potency, µM (top dose mostly 57.1 µM), inactives show at the highest dose activity change, negative = inhibition, actives largely listed as inhibitors; also: potency is read from the fitted curve at half-maximal effect; % is scaled to controls: 0 for no effect and ±100 for the full control effect; nearly all actives have a fitted effect of over 60% in size; inactives centre near -12
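Step one: compound is pinned into 1nM USP1/UAF1 in HEPES pH 7.8 buffer with TCEP. Step two: 15 min room-temperature incubation. Step three: Ub-Rho (150nM final) starts cleavage, tracked by fluorescence over six one-minute reads.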
mIDH1 inhibitor – human IDH1 R132H inhibition; O75874; IDH1-R132H enzyme, NADPH consumption, diaphorase/resazurin fluorescence; Potency, µM (highest dose often 76.6 µM), for the others: top-dose activity change, negative = inhibition, most hits filed as inhibitors; 0.093% of 390,000 active; AID 602179; also: potency is read from the fitted curve at half-maximal effect; % is scaled to controls: 0 for no effect and ±100 for the full control effect; nearly all actives have a fitted effect of over 65% in size
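IDH1-R132H (0.5 ug/mL dispensed) in pH 7.5 Tris buffer was preincubated 30 min with compound, then given a substrate mix of 0.016 mM NADPH and 2 mM alpha-KG for 80 min at room temperature; remaining NADPH was read by diaphorase/resazurin fluorescence.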
TRHR agonist – activates the human TRH receptor | P34981 | TRHR cells, calcium flux fluo-8, FDSS agonist mode | 0.18% of 360,000 active | activation, % at 2 µM; in the data active = activation above about 30%; also: 0% is about no effect
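In this calcium-flux screen, cells bearing human TRHR are dye-loaded with fluo-8, baselined for 10 cycles, then exposed to library compounds; positive kinetic calcium responses during the agonist phase mark hits, with TRH as control.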
TrxR1 inh – blocks rat thioredoxin reductase 1; Potency, µM (top dose mostly 114 µM), for inactives: at the top dose activity change, negative = inhibition, hits mostly inhibitors; O89049; 1% of 390,000 active; recombinant rTrxR1, NADPH fluorescence consumption, selenite substrate; also: potency is read from the fitted curve at half-maximal effect; % is scaled to controls: 0 for no effect and ±100 for the full control effect; nearly all actives have a fitted effect of over 65% in size
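Rat TrxR1 (90 nM in the dispensed reagent) was pre-reduced with 400 uM NADPH for 5 min at room temperature, then incubated with compound for 15 min. After 400 uM selenite was added, NADPH fluorescence (Ex 340/Em 450 nm) was followed for 8 min.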
D2 agonist – agonists of human D2 dopamine receptor; activation, % at 2 µM; P14416; HEK293 T-REx D2 cells, calcium flux agonist mode; 0.53% of 340,000 active;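 active = activation over 3 SD above normal in the single-dose calcium agonist read, cut at about 30% in these data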; also: 0% is about no effect
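In this primary screen, compounds producing a positive calcium signal within 180 s of addition to tetracycline-induced, force-coupled HEK293 Trex D2 cells are flagged; cells are dye-loaded with a no-wash calcium kit beforehand.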
PI4K2A inh – blocks human PI4K2A kinase activity | AID 1346378 | purified PI4K2A, ADP-Glo luminescence, 1 h; active compounds read low | 0.13% of 420,000 active | activity change, negative = inhibition, % at 76.9 µM | Q9BTU6; in the data active = activity change below about -50%; inconclusive = mostly about -30% to -49%;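 also: -100% = wells without enzyme as full effect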
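Compounds are screened against recombinant PI4K2A using PI as substrate and ATP, the latter dispensed at 300 microM. Reactions run one hour at ambient temperature before ADP-Glo detection; full inhibition defined by wells lacking enzyme.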
* = called active by the depositor; u = inconclusive; x = not tested or not shown; [ ] = remark or other dose. Unless noted, calls follow the shape of the dose curve; as a rule, active = well fitted inhibition curve with a large enough effect; inconclusive = small, poorly fitted or top-dose-only effect; inactive = no such curve, though single readings can be large or run the other way.

SMILES	D2 antagonist	TrxR1 substrate	TRHR enhancer	USP1-UAF1 inh	mIDH1 inhibitor	TRHR agonist	TrxR1 inh	D2 agonist	PI4K2A inh
O=C(Nc1cccc(Cl)c1)N1CCC(CN2CCOCC2)CC1	x	3%[57.1 µM]	1	5%	5%	0.9	36%[activator][57.1 µM]	x	2
Cc1ccc(CN2CCN(Cc3cccc(-n4cccn4)c3)CC2CCO)cc1 (stereo not given)	5	6%[57.1 µM]	12	-21%	0%	0.0	6%[57.1 µM]	0.9	-3
CCCc1ccc(Oc2cc(C)nc(N3CCOCC3)n2)cc1	-21	-8%	13	-4%	9%	-0.8	1%	-0.9	0
CCOc1cc(-c2sc(Nc3cc(C)ccc3OC)n[n+]2-c2ccccc2)ccc1OC	1	-5%	8	-8%	1%[38.3 µM]	-0.3	-17%	-1.8	-1
CC(C)NC(=S)N/N=C1\CCCCC1C1CCCCC1 (stereo not given)	-1	-6%	0	-14%	8%	-0.3	-20%	1.2	5
CCN(C(=O)c1cc2ccccc2o1)C12CC3CC(CC(C3)C1)C2	-7	x	-5	x	x	-2.9	x	-0.4	x
CC(C)c1ccccc1NC(=O)COC(=O)CNC(=O)c1ccc(Br)cc1	-7	-1%	5	-6%	5%	-0.5	-9%	-1.0	-3
COc1ccccc1NC(=S)NC(=O)c1c(-c2ccccc2Cl)noc1C	-6	1%	3	-29%	8%	0.6	13%	0.7	0
O/N=C/c1ccc(-c2ccccc2OC(F)(F)F)o1	-10	3%[57.1 µM]	-5	-22%	8%	0.6	10%[57.1 µM]	-0.8	0
COc1ccc(C(=O)Nc2ccc(N3CCN(C)CC3)cc2)cc1[N+](=O)[O-]	-19	2%[57.1 µM]	-8	-7%	3%	-0.4	10%[57.1 µM]	0.7	7
Cc1ccc(C(=O)Nc2nc3ccccc3c(=O)s2)cc1	-22	1%	-11	u	4%	3.6	46%[activator]	0.9	2
O=C(CN1CCN(C/C=C/c2ccccc2)CC1)NCc1ccc(Cl)cc1	-14	2%	7	-11%	-2%	0.4	20%	0.7	-1
O=S(=O)(NCc1ccc2c(c1)OCO2)c1cnc[nH]1	-12	16%[57.1 µM]	7	-5%	0%	0.5	-7%[57.1 µM]	0.6	1
O=Cc1cccn1-c1cccnc1	-10	-1%	5	-16%	-7%	0.3	18%	1.1	3
O=C(CC12CC3CC(CC(C3)C1)C2)NCC(c1ccc(F)cc1)N1CCOCC1 (stereo not given)	40*	5%	-3	-1%	2%	2.7	13%	2.6	-6
CCOc1ccccc1/C=C/c1nc2ccccc2[nH]c1=O	4	-1%	-15	-8%	1%	1.2	2%	0.0	8
O=C(CSc1nnnn1C1CCCCC1)N1CCc2ccccc21	-7	6%	-3	-3%	1%	-0.5	35%	0.8	-1
CC(C)c1ccc(NC(=O)C2CCC(CNS(=O)(=O)c3ccc4c(c3)CCCC(=O)N4)CC2)cc1 (stereo not given)	x	0%[57.1 µM]	-2	-14%	-1%	0.0	4%[57.1 µM]	-0.1	-5
O=C(NCCc1ccccc1)c1cnc2ccccc2n1	22	2%	2	-9%	20%	-1.0	8%	0.4	-1
Cc1cccc(OCc2occc2C(=O)Nc2cccc(-n3cnnn3)c2)c1	-2	-4%	-9	-19%	-1%	0.5	10%	0.1	-3
O=C(c1cnn2ccccc12)N1CCCc2ccccc21	-20	0%	-7	u	6%	0.1	8%	0.6	0
CCOc1cc(C2C(C(=O)c3ccc(C)o3)=C(O)C(=O)N2CCc2ccccc2)ccc1O (stereo not given)	4	-8%	17	-6%	-4%	0.3	-7%	-0.5	4
Cc1cc(C)c2cc(C(=O)N3CCC(C(=O)c4ccc(F)cc4)CC3)[nH]c2c1	x	-13%[57.1 µM]	-1	-21%	0%	-0.8	-7%[57.1 µM]	x	-3
CC(C)(C)NCCOc1ccc(Br)cc1	x	5%	4	-26%	0%	1.3	5%	x	3
Cc1ccc(-n2c(=O)c3c(c4cc(C)ccc4n3C)n(CC(=O)NCCC3=CCCCC3)c2=O)cc1	x	11%	13	10%	-4%	-0.3	20%	0.6	-1
Cc1cc(NC(=O)CCN2C(=O)/C(=C\c3ccccc3Cl)SC2=S)no1	8	-2%	3	-22%	0%	-1.9	2%	-0.2	6
CCC(CC)C(=O)NCc1nc2cccnc2n1Cc1ccc(F)cc1	x	-2%[57.1 µM]	0	14%	-8%	0.3	15%[57.1 µM]	x	-2
COc1cc(C2NC(=O)c3ccccc3O2)ccc1OC(C)C (stereo not given)	-5	14%	-2	-4%	1%	0.0	8%[57.1 µM]	-0.9	9
NC1=NC(=O)S/C1=C\c1ccc(F)cc1	-10	-7%[57.1 µM]	-1	-7%	1%	0.7	5%[57.1 µM]	0.3	-4
Cn1c(CCCOc2ccc(Cl)cc2Cl)n[nH]c1=S	11	3%[57.1 µM]	-5	0%	2%	-0.7	1%[57.1 µM]	-0.1	8
COc1ccccc1-n1c(=S)[nH]c2c(sc(=S)n2-c2ccccc2C)c1=O	0	9%	0	-8%	28%	0.8	57%[activator]	-0.2	-9
N#Cc1c(C#N)c(-c2ccccc2)n(-c2ccccc2)c1N	3	41%[activator][57.1 µM]	-8	-15%	0%	0.4	23%[57.1 µM]	0.5	3
CCCCn1c(N)c(N(Cc2ccccc2OC)C(=O)COc2cc(C)ccc2Cl)c(=O)[nH]c1=O	x	1%	7	-3%	-4%	-0.2	11%	x	-4
COc1ccc(-n2nnnc2CNC(=O)C(=O)c2c[nH]c3ccccc23)cc1	0	-7%[57.1 µM]	-4	-1%	0%	0.0	-10%[57.1 µM]	-0.7	0
Cc1ccc(NC(=O)COC(=O)CNC(=O)c2cccs2)cc1S(=O)(=O)N1CCOCC1	x	2%	x	-16%	14%	x	0%	x	-2
COc1ccc(Nc2ncc3c(n2)CC(c2ccc(OC)cc2)CC3=O)cc1 (stereo not given)	-22	-2%[57.1 µM]	17	-19%	-3%	-0.3	19%[57.1 µM]	2.8	4
CCOC(=O)c1c(S(=O)(=O)NCC2CCN(Cc3cccc(F)c3)CC2)c(C)n(C)c1C	13	4%	0	-23%	-3%	-0.7	22%	0.0	-2
CCOc1ccc(OCC)c(NC(=O)CN2CCN(C(=O)c3ccco3)CC2)c1	-6	6%[57.1 µM]	7	5%	2%	-0.5	u	-1.0	6
COc1ccc(S(=O)(=O)n2nc(C)c(S(=O)(=O)N3CCCCCC3)c2C)cc1	x	7%[57.1 µM]	3	-20%	13%	0.3	21%[57.1 µM]	-0.6	3
CC(C)CN(C(=O)COC(=O)c1ccc2ccccc2c1)c1c(N)n(Cc2ccccc2)c(=O)[nH]c1=O	2	7%	3	-20%	-15%	1.9	26%	2.2	-1
COc1ccc2o/c(=N\O)c(C(=O)Nc3ccc(C)cc3)cc2c1	-1	-4%	3	-10%	0%	0.2	9%[57.1 µM]	1.2	-2
CN(C)S(=O)(=O)c1cccc(NC(=O)c2cc(-c3cccs3)nn2-c2ccccc2)c1	-6	-4%[0.457 µM]	9	-16%	2%	-0.2	0%	-0.3	8
O=C(COc1ccc(Cl)cc1)N/N=C/CCc1ccccc1	19	10%	-12	-17%	1%	-0.9	24%	0.0	8
Cc1[nH]c2c([N+](=O)[O-])cccc2c1C	-18	-1%[57.1 µM]	8	-9%	1%	-1.1	10%[57.1 µM]	0.8	0
CC(=O)N1CCc2c(sc3c2c(=O)n(Cc2ccccc2)c(=O)n3Cc2ccccc2Cl)C1	x	2%	5	-24%	-21%	0.2	25%	-0.1	-1
O=C(CN1C2=NCCN2c2ccccc21)c1ccc(Br)cc1	-8	2%[57.1 µM]	4	-18%	-2%	0.9	9%[57.1 µM]	0.8	-4
O=C(NCCc1ccccc1)c1ccccc1NS(=O)(=O)N1CCCC1	5	21%[57.1 µM]	10	-15%	5%	-0.3	3%[57.1 µM]	-0.3	10
Cc1ccc(OCC(=O)NCC(=O)Nc2ccc(F)cc2)c([N+](=O)[O-])n1	-1	-8%	-3	-13%	3%	-0.4	-9%	0.6	8
CCC(C)(C(=O)NC1CCCC1)N(Cc1ccco1)C(=O)Cc1cccs1 (stereo not given)	1	-1%[57.1 µM]	1	-9%	-7%	0.7	12%[57.1 µM]	1.2	3
O=C1Cc2cc(NS(=O)(=O)c3ccc([N+](=O)[O-])cc3)cc3c2N1CCC3	15	-7%	-2	-2%	2%	-0.7	-3%	-0.3	0
Cc1[nH]c2ccccc2c1C(=O)C(=O)NCCCc1ccccc1	3	0%	0	-23%	5%	-0.7	20%	-0.2	-5
Cc1nc2c(c(C)nn2-c2ccccc2)c(C)c1CCC(=O)NCc1ccccc1	x	35%[activator]	8	-26%	1%	-0.6	14%	0.1	-8
CC(C)NC(=O)NC(=O)COC(=O)/C=C/c1ccc2c(c1)OCO2	17	10%	9	-23%	9%	-0.4	4%	0.3	5
COCc1c(C(=O)Nc2cccc(S(=O)(=O)N3CCCCC3)c2)oc2ccccc12	x	5%[57.1 µM]	x	-4%	0%	x	7%[57.1 µM]	x	-1
COc1cccc(NC(=O)CN(C)C(=O)/C=C/c2cn(Cc3ccccc3)nc2-c2cccnc2)c1	10	-3%	0	-17%	-8%	-0.1	-3%	-0.6	-7
COc1ccc(N2CCN(C(=O)c3csc4ccccc34)CC2)cc1	-7	2%[57.1 µM]	-6	-11%	-4%	-1.4	3%[57.1 µM]	-0.7	3

By substructure: those above with bromine.
SMILES	D2 antagonist	TrxR1 substrate	TRHR enhancer	USP1-UAF1 inh	mIDH1 inhibitor	TRHR agonist	TrxR1 inh	D2 agonist	PI4K2A inh
CC(C)c1ccccc1NC(=O)COC(=O)CNC(=O)c1ccc(Br)cc1	-7	-1%	5	-6%	5%	-0.5	-9%	-1.0	-3
CC(C)(C)NCCOc1ccc(Br)cc1	x	5%	4	-26%	0%	1.3	5%	x	3
O=C(CN1C2=NCCN2c2ccccc21)c1ccc(Br)cc1	-8	2%[57.1 µM]	4	-18%	-2%	0.9	9%[57.1 µM]	0.8	-4
